ER stress surv = protection against thapsigargin ER stress killing – CSM14.1 cells, ATP luminescence, primary screen | CSM14.1 thapsigargin ER stress survival | relative survival (cellular ATP), % at 15 µg/mL (by protocol) | 48,000 tested, 0.33% active | AID 1010, 2008;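 active means survival measured by cellular ATP above 50% at 15 µg/ml in the first screen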;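 further: cell death triggered by about 15 µM thapsigargin; ATP read 24 h after thapsigargin was added; plate controls were thapsigargin with DMSO for no effect and DMSO without thapsigargin for full effect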
* marks the source's active call; other numbers are inactive results. Only part of the results is shown (hit frequency here may not be typical).

Cc1ccccc1-c1n[nH]c(=S)n1-c1ccccc1
  ER stress surv = -4
CCOc1ccc(NC(=O)CCCOc2ccccc2)cc1
  ER stress surv = 9
CCOC(=O)C1=C(O)/C(=C/c2cc(OC)c(OC)c(OC)c2)SC1=Nc1ccccc1
  ER stress surv = 11
C=CCN1C(=O)/C(=C/c2ccccc2OCc2ccccc2Cl)SC1=S
  ER stress surv = 10
CC1=C(C(=O)OC(C)C)C(c2ccc(C(C)C)cc2)NC(=O)N1 (stereo not drawn)
  ER stress surv = 11
O=C(c1cc(-c2ccc(Br)cc2)nc2ccccc12)N1CCN(c2ccc(F)cc2)CC1
  ER stress surv = 16
O=C(Nc1cccc(O)c1)/C(=C\c1cccnc1)NC(=O)c1ccccc1
  ER stress surv = 8
CCn1c2ccccc2c2cc(CNCc3ccc(OC)cc3)ccc21
  ER stress surv = -16
Fc1c(F)c(N2CCOCC2)c(F)c(F)c1-c1c(F)c(F)c(N2CCOCC2)c(F)c1F
  ER stress surv = 2
O=C1/C(=C\c2cccc([N+](=O)[O-])c2)SC(=S)N1c1ccccc1
  ER stress surv = -10
Cc1ccc(C(=O)Nc2ccccc2C(=O)O)cc1
  ER stress surv = -7
Nc1ccc(-c2nc3ccc(-c4ccc5nc(-c6ccc(N)cc6)[nH]c5c4)cc3[nH]2)cc1
  ER stress surv = 8
O=[N+]([O-])c1ccc(N/N=C/c2cccc(Oc3ccccc3)c2)cc1
  ER stress surv = 11
O=[N+]([O-])c1cccc(CNC23CC4CC(CC(C4)C2)C3)c1
  ER stress surv = 14
O=C1c2ccc3c4c(ccc(c24)C(=O)N1c1ccc2c(c1)oc1ccccc12)CC3
  ER stress surv = -3
C[n+]1cccc(C(=O)NCCOC(=O)Cc2ccccc2)c1
  ER stress surv = 8
O=C(c1ccc(Cl)cc1)N1N=C(c2cccc([N+](=O)[O-])c2)CC1(O)C(F)(F)F (stereo not drawn)
  ER stress surv = 2
O=C(O)C(NS(=O)(=O)c1ccc(Br)cc1)C(O)c1ccccc1 (stereo not drawn)
  ER stress surv = -1
Cc1ccc(C(=O)Nc2cccc(NC(=O)c3ccc(C)c(C)c3)c2)cc1
  ER stress surv = 4
Cc1onc(-c2ccccc2Cl)c1C(=O)N1CCC(Cc2ccccc2)CC1
  ER stress surv = 4
Cc1ccc(N2C(=O)CC(N3CCN(C)CC3)C2=O)cc1 (stereo not drawn)
  ER stress surv = 4
Cc1ccc(NCN2C(=O)CSC2=O)c(C)c1
  ER stress surv = -2
O=C1C(=Cc2ccccc2)C(=O)c2ccccc21
  ER stress surv = -8
Cc1sc(/N=C/c2cc(Br)ccc2O)c(C#N)c1C
  ER stress surv = 7
COc1cc(C2C3=C(CC(C)(C)CC3=O)OC3=C2C(=O)CC(C)(C)C3)cc(I)c1O
  ER stress surv = 6

CC(=O)c1cccc(NC(=O)c2cccc(Cl)c2)c1
  ER stress surv = 1
O=C(Nc1ccc2oc(-c3ccc(Cl)cc3Cl)nc2c1)c1ccccc1
  ER stress surv = 0
O=C1NC(=O)C(=Cc2ccccc2OS(=O)(=O)c2ccc([N+](=O)[O-])cc2)C(=O)N1
  ER stress surv = 9
O=C(CSc1n[nH]c(-c2ccccc2)n1)Nc1ccccn1
  ER stress surv = 9
COc1ccc(N(CC(=O)NC(C)c2ccccc2)S(C)(=O)=O)cc1Cl (stereo not drawn)
  ER stress surv = 2
CSc1ccc(/C=C2\C(=O)NC(=O)N(c3ccc(Cl)cc3)C2=O)cc1
  ER stress surv = 2
COc1ccccc1C(=O)Nc1cc2nn(-c3ccc(C)cc3)nc2cc1C
  ER stress surv = 2
Cc1ccc(N(Cc2ccc(C(=O)Nc3cccnc3)cc2)S(C)(=O)=O)cc1C
  ER stress surv = 9
CC(C)(C)C1=NN(C(=O)c2ccc([N+](=O)[O-])cc2)C(O)(C(F)(F)F)C1 (stereo not drawn)
  ER stress surv = 3
N#CCC(=O)NNC(=O)COc1cccc2ccccc12
  ER stress surv = 7
O=C(Nc1ccc(F)c(F)c1)c1ccc2c(c1)OCO2
  ER stress surv = 3
CC(=O)Oc1ccc2c3c(c(=O)oc2c1C)CCCC3
  ER stress surv = 7
CC1=C(C(=O)OCc2ccccc2)C(c2cccc(F)c2)C2=C(CCCC2=O)N1 (stereo not drawn)
  ER stress surv = 7
O=C(N/N=C/c1cccc2ccccc12)C(=O)N1CCCC1
  ER stress surv = 23
CCOC(=O)CCCSc1nc2sc3c(c2c(=O)n1-c1ccccc1)CCCC3
  ER stress surv = 5
COc1ccc(-c2nnc(NC(=O)c3ccc(Cl)cc3Cl)s2)cc1
  ER stress surv = 7
O=c1c2cc3c(=O)n(-c4ccc(S)cc4)c(=O)c3cc2c(=O)n1-c1ccc(S)cc1
  ER stress surv = 10
CCOC(=O)c1c(-c2ccccc2)csc1-n1c(C)ccc1C
  ER stress surv = 8
Cc1ccc(N[C@@H]2O[C@H](CO)[C@@H](O)[C@H](O)[C@@H]2O)cc1
  ER stress surv = 6
C/C(=C\C(=O)OCCOC(=O)/C=C(\C)NC1CC(C)(C)NC(C)(C)C1)NC1CC(C)(C)NC(C)(C)C1
  ER stress surv = 2
CCOc1ccc(NC(=O)c2ccc(-c3ccc(Cl)cc3)o2)cc1
  ER stress surv = 12
CC(NC(=O)CN(c1ccc(F)cc1)S(=O)(=O)c1ccccc1)c1ccccc1 (stereo not drawn)
  ER stress surv = 9
COc1ccccc1C(=O)N1c2ccccc2C(Nc2ccccc2)CC1C (stereo not drawn)
  ER stress surv = 12
COc1ccc2c(c1)-c1c(sn(-c3cc(C)ccc3O)c1=S)C(C)(C)N2
  ER stress surv = 5
CC1(C)CC(=O)c2sc(NC(=O)c3ccccc3Cl)nc2C1
  ER stress surv = -3

CCc1cc2c(C)cc(=O)oc2cc1O
  ER stress surv = -2
Cc1cc([N+](=O)[O-])ccc1NC(=O)c1ccccc1C(=O)O
  ER stress surv = 2
O=C(COc1ccccc1[N+](=O)[O-])N=Nc1c(O)[nH]c2ccc(Br)cc12
  ER stress surv = 2
CCCCCN(CCCCC)C(=O)c1ccccc1C(=O)Nc1ccccc1
  ER stress surv = 6
COc1ccc(/C(N)=N/OC(=O)COc2ccc3ccccc3c2)cc1
  ER stress surv = 6
CC(=O)Nc1ccc(N2C(=O)C3C4c5ccccc5C(c5ccccc54)C3C2=O)cc1 (stereo not drawn)
  ER stress surv = 6
CCOc1ccc(CN2CCN(C(=O)c3ccccc3OC)CC2)cc1
  ER stress surv = 13
C=CCN1C(=O)/C(=C\c2ccc(Br)cc2)C(=O)NC1=S
  ER stress surv = -2
CCOc1cc(Br)cc(C=Nc2ccccc2Sc2c(C)n[nH]c2C)c1O
  ER stress surv = 17
COc1cccc(OCCOc2ccc(/C=C3\C(=O)NN(c4ccccc4)C3=O)cc2OC)c1
  ER stress surv = 11
O=C1C(Nc2ccc(Cl)cc2)=C(N2CCCCC2)C(=O)c2ccccc21
  ER stress surv = 11
CCOc1cc(OCC)cc(C(=O)Nc2ccc(O)c(-c3nc4cc(C)c(C)cc4o3)c2)c1
  ER stress surv = 3
Cc1nc(SCC(=O)c2ccccc2)n[nH]1
  ER stress surv = 4
CN1CCN(c2cc(=O)n(-c3ccccc3)c3ccccc23)CC1
  ER stress surv = -2
O=C1C2C3c4ccccc4C(c4ccccc43)C2C(=O)N1Cc1ccco1 (stereo not drawn)
  ER stress surv = 10
COc1cccc(N2C(=O)NC(=O)C(=Cc3ccc(O)cc3)C2=O)c1
  ER stress surv = 5
Cc1ccccc1NC(=O)C(=O)NCc1ccc(F)cc1
  ER stress surv = 3
Cc1ccc(-c2cc(C(F)(F)F)n3ncc(C(=O)N(C)Cc4ccccc4)c3n2)cc1
  ER stress surv = 5
O=C(O)c1ccc(-c2nc(-c3ccccc3)c(-c3cccs3)[nH]2)cc1
  ER stress surv = 3
O=C(Nc1ccc2c3c(cccc13)CC2)c1ccc(Br)o1
  ER stress surv = -8
O=C(O)CCCNS(=O)(=O)c1ccc(Br)cc1
  ER stress surv = 9
CCOc1ccc(-c2csc(-c3cc4cc([N+](=O)[O-])ccc4oc3=O)n2)cc1
  ER stress surv = 4
C=CCN1C(=O)/C(=C2\SC(=S)N(Cc3ccco3)C2=O)c2ccccc21
  ER stress surv = -2
CCOC(=O)c1ccccc1NC(=O)CN(c1ccc(OC)cc1)S(C)(=O)=O
  ER stress surv = -1
CCOc1ccc(C(=O)Nc2cc(C)ccn2)cc1[N+](=O)[O-]
  ER stress surv = 0

Continued; the last 6 above are carried over.
O=C(Nc1ccc2c3c(cccc13)CC2)c1ccc(Br)o1
  ER stress surv = -8
O=C(O)CCCNS(=O)(=O)c1ccc(Br)cc1
  ER stress surv = 9
CCOc1ccc(-c2csc(-c3cc4cc([N+](=O)[O-])ccc4oc3=O)n2)cc1
  ER stress surv = 4
C=CCN1C(=O)/C(=C2\SC(=S)N(Cc3ccco3)C2=O)c2ccccc21
  ER stress surv = -2
CCOC(=O)c1ccccc1NC(=O)CN(c1ccc(OC)cc1)S(C)(=O)=O
  ER stress surv = -1
CCOc1ccc(C(=O)Nc2cc(C)ccn2)cc1[N+](=O)[O-]
  ER stress surv = 0
O=C(NCc1ccco1)c1cnn2c(C(F)(F)F)cc(-c3ccccc3)nc12
  ER stress surv = 8
N#CC1=C(N)Oc2c(ccc3ccccc23)C1c1ccc(Cl)cc1Cl (stereo not drawn)
  ER stress surv = -8
CCOC(=O)c1ccc(NC(=O)CN(c2ccc(Br)cc2)S(C)(=O)=O)cc1
  ER stress surv = 8
CC1(C)Cc2ccccc2-c2nnc(-c3cccs3)n21
  ER stress surv = 8
COc1cccc(C(=O)Nc2cc(-c3nc4ccccc4o3)ccc2OC)c1
  ER stress surv = -1
CC1=NNC(=O)C1CC(=O)N/N=C/c1cccc(O)c1 (stereo not drawn)
  ER stress surv = 8
NC1=NC(=O)C(Cc2ccc(Br)cc2)S1 (stereo not drawn)
  ER stress surv = 8
COc1cc(/C=C2/C(=O)NC(=O)N(c3cccc(C)c3)C2=O)ccc1OCCOc1ccc([N+](=O)[O-])cc1
  ER stress surv = 7
Nc1nc(-c2cccs2)c(NC(=O)c2ccccc2)s1
  ER stress surv = -3
O=C1N=C2C=CC=CN2C(=O)C1Cc1ccccc1 (stereo not drawn)
  ER stress surv = 12
COc1ccccc1N1CCN(C(=O)Cc2ccc(Cl)cc2)CC1
  ER stress surv = 3
CCc1nn(-c2ccccc2)c(N)c1C
  ER stress surv = -1
Cc1cc(-c2ccccc2)sc1/C(O)=C/c1nc2ccccc2[nH]c1=O
  ER stress surv = -1
Cc1ccc(C(=O)Nc2ccccc2C(=O)Nc2ccccc2C(=O)O)cc1
  ER stress surv = -6
CCc1ccc(C2Nc3ccccc3NC3=C2C(=O)CC(c2ccc(OC)cc2)C3)s1 (stereo not drawn)
  ER stress surv = 20
CC(=O)Oc1ccccc1N1C(=O)c2ccc(-c3nc4ccccc4c(=O)o3)cc2C1=O
  ER stress surv = 0
FC(F)C(F)(F)c1nc2ccccc2[nH]1
  ER stress surv = 1
COC(=O)c1c(C)oc2ccc(OCc3ccc(C)cc3)cc12
  ER stress surv = -2
COCCN1C(=O)/C(=C\c2cccc(Cl)c2)C(C(=O)OC)=C1C
  ER stress surv = -2
COc1ccccc1N(CC(=O)NCC(C)c1ccccc1)S(=O)(=O)c1ccccc1 (stereo not drawn)
  ER stress surv = 1
COc1ccc(OC)c(/C=C(\C#N)c2ccc([N+](=O)[O-])cc2)c1
  ER stress surv = 6
CCN(CC)c1ccc(/C=C2/C(=O)NC(=O)N(c3ccccc3)C2=O)cc1
  ER stress surv = 4
O=C(CN1C(=O)/C(=C/c2ccccc2F)SC1=S)Nc1ccccc1F
  ER stress surv = -2
CC(CC(=O)O)C(=O)c1ccc(Cl)c([N+](=O)[O-])c1 (stereo not drawn)
  ER stress surv = 8
CCC(C)(C)C1CCc2c(sc(NC(=O)c3cccnc3)c2C(N)=O)C1 (stereo not drawn)
  ER stress surv = -6

COc1ccc(N(CC(=O)Nc2ccc(Br)cc2)S(=O)(=O)c2ccc(C)cc2)cc1
  ER stress surv = 0
CCOC(=O)CCc1c(C)nc2cc(-c3ccccc3)[nH]n2c1=O
  ER stress surv = 10
COc1ccc(-n2nc3cc(C)c(NC(=O)c4ccc([N+](=O)[O-])cc4)cc3n2)cc1
  ER stress surv = 5
COc1ccccc1C(=O)N[C@H](C)c1ccccc1
  ER stress surv = -3
C/C(=N\NC(=O)CSc1ncccn1)c1ccc(Cl)cc1
  ER stress surv = 8
O=S(=O)(c1ccc(-c2ccccc2)cc1)N1CCSC1c1ccccc1 (stereo not drawn)
  ER stress surv = 6
O=C1OC(c2ccccc2)=N/C1=C(\Sc1nc2ccccc2o1)c1ccccc1
  ER stress surv = -3
COc1cccc(C(=O)Nc2cc([N+](=O)[O-])ccc2O)c1
  ER stress surv = 10
COC(=O)c1ccccc1NC(=O)c1cncc(Br)c1
  ER stress surv = 5
COc1ccccc1CC(=O)Nc1ccc(Br)cc1C(=O)O
  ER stress surv = 13
Brc1ccc(/C=N/c2ncn[nH]2)cc1
  ER stress surv = -2
O=C1CC(c2ccc(Cl)cc2)CC2=C1C(c1cc3c(cc1Cl)OCO3)Nc1ccccc1N2 (stereo not drawn)
  ER stress surv = 6
Cc1cccc(Nc2nc(Nc3cccc(C)c3)nc(SC(=S)N3CCOCC3)n2)c1
  ER stress surv = -2
COc1ccc(C2CC(C(F)(F)F)n3nc(C(=O)O)c(Cl)c3N2)cc1OC (stereo not drawn)
  ER stress surv = 5
CCN(CC)c1ccc(/C=C2/SC(=S)N(CNc3cccc(C)c3)C2=O)cc1
  ER stress surv = 3
O=C(CSc1ccccn1)N1c2ccccc2Sc2ccccc21
  ER stress surv = -6
O=C1C(=Cc2ccc(-c3ccccc3[N+](=O)[O-])o2)C(=O)c2ccccc21
  ER stress surv = 6
COc1ccc(NC(=O)C(=O)NCCN2CCN(S(=O)(=O)c3ccccc3)CC2)cc1
  ER stress surv = 1
COc1ccc(CC(=O)N(c2ccccc2)c2ccccc2)cc1OC
  ER stress surv = 6
Cc1cc(NC(=O)c2cccc(F)c2)ccc1NC(=O)c1ccccc1
  ER stress surv = 6
Cc1ccccc1Nc1ccc([N+](=O)[O-])c2nonc12
  ER stress surv = 0
CCOc1ccc(S(=O)(=O)N(CC(=O)Nc2cccc(C(C)=O)c2)c2ccc(C)cc2)cc1
  ER stress surv = 0
O=C(O)c1ccc2c(c1)C(=O)N(c1ccc(-c3nnc(-c4ccccc4)o3)cc1)C2=O
  ER stress surv = 5
COc1cccc(-n2cnc3cccc(N)c32)c1
  ER stress surv = 26
